Assay outcomes: PubChem BioAssay, Broad Institute
Dyrk1A ADPGlo: blocks rat Dyrk1A kinase activity. ADP-Glo luminescence, NFATc1 peptide. inhibition, % at 12.5 µM. 0.43% of 310,000 active. AID 504441; in the data active = inhibition above about 50%;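 also: plate controls were vehicle with enzyme for no effect and no enzyme for full effect; many of its hits are not listed in these tables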
GSK3A inh: inhibitors of human GSK-3 alpha kinase; P49840; ADP-Glo luminescence, 60 min; inhibition, % at 10 µM; 0.1% of 320,000 active;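 in the data active = inhibition above about 50%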;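 also: GST-tagged GSK-3 alpha with peptide substrate and 25 µM ATP; 0% = DMSO neutral wells and 100% = GW8510 positive control wells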
Target sequence (P49840 whole entry, looked up): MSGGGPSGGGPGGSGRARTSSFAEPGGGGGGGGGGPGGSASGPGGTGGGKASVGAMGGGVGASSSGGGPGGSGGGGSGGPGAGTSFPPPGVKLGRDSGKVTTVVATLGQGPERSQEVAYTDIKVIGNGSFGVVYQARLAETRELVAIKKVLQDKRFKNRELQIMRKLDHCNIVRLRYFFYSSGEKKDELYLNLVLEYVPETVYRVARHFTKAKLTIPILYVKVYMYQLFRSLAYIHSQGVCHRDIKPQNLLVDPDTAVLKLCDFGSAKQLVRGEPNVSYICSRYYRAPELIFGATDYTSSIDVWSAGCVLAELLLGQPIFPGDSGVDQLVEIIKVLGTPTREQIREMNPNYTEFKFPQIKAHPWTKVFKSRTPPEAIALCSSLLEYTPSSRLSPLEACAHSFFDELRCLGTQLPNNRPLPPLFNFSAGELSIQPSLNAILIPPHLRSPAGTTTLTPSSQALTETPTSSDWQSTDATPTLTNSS
* hit, by the source's call. An excerpt (hit frequency here may not be typical).

Order of values – Dyrk1A ADPGlo	GSK3A inh
- COc1ccccc1NS(=O)(=O)c1cccc(NC(=O)C2CC2)c1
 : 1	14
- Cc1n[nH]c(C)c1S(=O)(=O)N1CCCC(C(=O)O)C1 (stereo not given)
 : 0	-3
- O=C(NNC(=O)c1nc2ccccc2[nH]1)OCc1ccccc1
 : 9	-2
- CN(CC(=O)Nc1ccc(Cl)cc1)C(=O)COc1ncnc2ccccc12
 : -1	3
- C=CC[C@@H](CC(=O)OC(C)(C)C)C(=O)OC[C@H]1CCCN1C(=O)[C@@H](CC=C)CC(=O)NCCO
 : -2	-2
- COc1ccccc1NC(=O)COC(=O)C1CCCC1
 : 3	-3
- COCc1cccc(C2=CC(=O)C[C@H](c3ccc(OC)cc3)C2)c1
 : 5	-3
- Nc1cc(Cl)ccc1C(=O)OCC(=O)N1CCCCCC1
 : 10	1
- CC(=O)Nc1cccc(C(=O)OCc2csc(CC(=O)Nc3ccccc3C)n2)c1
 : 1	7
- COc1ccc2c(c1)OC[C@H]1[C@H]2N2C(=O)c3cc(Cl)ccc3NC(=O)[C@@]2(C)[C@H]1c1ccccc1
 : 3	-4
- CC(SCC(=O)Nc1ccccc1Br)c1nc2ccccc2c(=O)[nH]1 (stereo not given)
 : -2	3
- COc1ccc(S(=O)(=O)N2CCC(C(=O)NN3CCCCC3)CC2)cc1OC
 : -3	-2
- COc1ccccc1N(CC(=O)N(C)Cc1ccccc1)S(=O)(=O)c1cccs1
 : -3	0
- CC1(NC(=O)Cc2ccc(Cl)c(Cl)c2)CCS(=O)(=O)C1 (stereo not given)
 : 0	0
- COc1ccc(C(=O)NC(CC(C)C)C(=O)O)cc1 (stereo not given)
 : 1	-6
- COc1ccc(CNC(=O)COC(=O)c2ccc(S(=O)(=O)N3CCCCC3)cc2)cc1
 : 1	-2
- O=C(CCNC(=O)c1ccccc1)Nc1ccc(S(=O)(=O)Nc2ncccn2)cc1
 : -3	1
- CCOC(=O)C1=CC[C@H]2c3c(c4ccccc4n3C)C(=O)C1N2C(=O)OC(C)(C)C
 : 0	0
- O=C(OCC(=O)c1ccc(Cl)s1)c1cncc(Br)c1
 : -5	-1
- Cc1nn(CC(=O)Nc2ccc(N3CCOCC3)cc2)c(C)c1[N+](=O)[O-]
 : 3	-1
- Cc1c(Cl)cccc1NC(=O)CNC(=O)c1ccc2c(c1)OCCO2
 : 1	-5
- CC(=O)Nc1ccc(NC(=O)C(C)OC(=O)c2cccs2)cc1 (stereo not given)
 : -4	-3
- O=C(CCC(=O)Nc1ccccc1Cl)NNC(=O)C1CCCCC1
 : -6	-3
- CC1CCCCC1NC(=O)c1ccc2c(c1)OCCO2 (stereo not given)
 : -2	-10
- COc1ccc(C(=O)COC(=O)c2cc(C)no2)c(OC)c1
 : 6	6
- CCN(c1ccc(NC(=O)CSCc2c(C)noc2C)cc1)C(C)C
 : 13	-3
- Cc1cc(C)c(C)c(S(=O)(=O)N[C@@H](C)C(=O)OCC(=O)NC2CCCC(C)C2C)c1C (stereo not given in full)
 : 8	-1
- Fc1cccc(-c2c(-c3ccccc3)ncc3cc(F)ccc23)c1
 : 7	0
- Cc1cc(NC(=O)CSc2nnc(-c3ccccc3F)n2C)no1
 : -2	2
- CC1CCCC(NC(=O)COC(=O)c2ccc3c(c2)OCCO3)C1C (stereo not given)
 : 8	-1
- CC(C)n1ncc2c(C(=O)N3CCN(c4ccc(F)cc4)CC3)cc(-c3ccccc3)nc21
 : 1	-10
- C[C@H](CO)N1C[C@H](C)[C@@H](CN(C)S(C)(=O)=O)Oc2c(NC(=O)Nc3ccc4c(c3)OCO4)cccc2C1=O
 : -1	-5
- O=C(C[C@H]1C/C=C\C[C@H](Cc2ccc(F)cc2)C(=O)OCCNC1=O)NCCO
 : -5	-1
- O=C(COC(=O)c1c(F)cccc1Cl)NCC1CCCCC1
 : 2	-4
- COc1ccc(NS(=O)(=O)c2cc(NC(=O)Cc3c(F)cccc3Cl)ccc2OC)cc1
 : -2	1
- Nc1ncnc2c1ncn2[C@@H]1O[C@H](CNCc2c(OCc3ccccc3F)ccc3ccccc23)[C@@H](O)[C@H]1O
 : -1	1
- COc1ccc(CCC(=O)OCC(=O)Nc2sccc2C(N)=O)cc1OC
 : 1	1
- COc1ccc2sc(-c3ccccc3OC)c(-c3ccc4c(c3)OCCO4)c2c1
 : -8	-6
- C=CCC[C@H](Cc1ccc(F)cc1)C(=O)OC[C@@H](C)NC(=O)[C@@H](CC=C)CC(=O)N[C@H](CO)Cc1ccccc1
 : 3	-1
- CC(=O)c1cccc(NC(=O)COC(=O)CCC(=O)c2ccc(F)cc2)c1
 : -2	-2
- O=S(=O)(NC1CCN(S(=O)(=O)c2c(F)cccc2F)C1)c1ccc2c(c1)OCCO2 (stereo not given)
 : -4	0
- O=C(CCNS(=O)(=O)c1c(Cl)cccc1Cl)N1CCCC1
 : -1	10
- Cc1cc(C)c(C)c(S(=O)(=O)N(C)CCc2ccccn2)c1C
 : -5	-6
- O=C(COC(=O)Cc1ccccc1)NCc1ccc2c(c1)OCO2
 : 0	0
- C[C@H]1COC(=O)[C@@H](Cc2ccc(F)cc2)C/C=C\C[C@H](CC(=O)NCCO)C(=O)N1
 : 4	-2
- O=C(NC1CCCCCCC1)c1ccc(F)c(S(=O)(=O)N2CCOCC2)c1
 : 4	-1
- CCN(C(=O)CSc1nnc(SC(C)C)s1)C1CCS(=O)(=O)C1 (stereo not given)
 : 6	-3
- O=C1N[C@@H](Cc2c[nH]c3ccccc23)COC(=O)[C@@H](Cc2ccc(F)cc2)C/C=C\C[C@H]1CC(=O)N(CCO)Cc1ccccc1
 : 10	1
- CCCNC(=O)C(Cc1cccc(C#N)c1)NC(=O)c1ccc(C#N)cc1 (stereo not given)
 : 4	-3
- CCC(C(=O)Nc1cccc(S(=O)(=O)N(C)c2ccccc2)c1)c1ccccc1 (stereo not given)
 : -3	2
- C[C@H](CO)N1C[C@H](C)[C@@H](CN(C)S(=O)(=O)c2cn(C)cn2)Oc2c(NS(=O)(=O)c3ccccc3)cccc2C1=O
 : -3	-2
- CCC(CO)Oc1cc(NCc2ccccc2C)c2ncn(C(C)C)c2c1 (stereo not given)
 : 3	5
- C[C@H](CO)N1C[C@H](C)[C@@H](CN(C)C(=O)Nc2ccc3c(c2)OCO3)Oc2ccc(NC(=O)CCN3CCOCC3)cc2C1=O
 : 4	-4
- CSc1ccc(S(=O)(=O)NCC(=O)OCC(=O)N2CCC(C)CC2)cc1[N+](=O)[O-]
 : 9	1
- CC(=O)N1CCN(C(=O)COC(=O)c2ccc(S(C)(=O)=O)cc2)CC1
 : 1	-2
- COc1cc(C(=O)NC(C)C2CC3CCC2C3)ccc1OC(F)F (stereo not given)
 : 6	2
- CCN(C(=O)COC(=O)/C=C/c1ccc(OC(F)F)c(OC)c1)C1CCS(=O)(=O)C1 (stereo not given)
 : -4	-3
- COc1cc(C(=O)NC2CCCC(C)C2C)ccc1OCC(=O)N1CCOCC1 (stereo not given)
 : 7	-3
- COc1cccc(OC)c1C(=O)OCC(=O)NC1CCCCCC1
 : 2	0
- CCOC(=O)[C@@H]1[C@H]2COc3ccccc3[C@@H]2N2C(=O)N(c3ccc(Br)cc3)C(=O)[C@]12C
 : 13	-3

Additional compounds
Order of values – Dyrk1A ADPGlo	GSK3A inh
- COc1cc(C(=O)N[C@H](C(=O)NC2CCCc3ccccc32)C(C)C)cc(OC)c1OC (stereo not given in full)
 : 0	-3
- COc1ccc(C(C#N)CCC2OCCO2)cc1OC (stereo not given)
 : 6	-2
- COc1cccc(-c2ncc3ccccc3c2COC(=O)CCCC(=O)O)c1
 : 8	-4
- N#Cc1ccc(NC(=O)CSc2n[nH]c(=O)n2C2CC2)cc1
 : 2	1
- O=C(Cc1cccc(NC(=O)C2CCCN(C(=O)C3CC3)C2)c1)Nc1cccc(C(=O)N2CCCC2)c1 (stereo not given)
 : 5	-5
- O=C(Nc1cccc(S(=O)(=O)N2CCCCC2)c1)C1CCN(C(=O)c2ccc(Cl)cc2)CC1
 : 4	2
- C[C@@H]1COC(=O)[C@H](Cc2ccc(F)cc2)CC/C=C/C[C@@H](CC(=O)N[C@H](CO)Cc2ccccc2)C(=O)N1
 : -4	-1
- CN(CC(=O)Nc1ccc(F)c(F)c1F)C(=O)/C=C/c1ccco1
 : -3	0
- CN(Cc1ccc(C(C)(C)C)cc1)C(=O)C1CSC2(C)CCC(=O)N12 (stereo not given)
 : -5	-3
- Cc1ccc(S(=O)(=O)N2CC(C(=O)O)=CC[C@H]2c2ccc(Cl)cc2)cc1
 : 5	0
- COc1ccc(C(=O)OCCc2cc3ccccc3c(=O)o2)cc1
 : 13	-1
- COc1ccc(CCC(=O)OCC(=O)NC(=O)c2ccc(Cl)cc2)cc1
 : 2	-2
- Cc1ccc2c(c1)C1C[N+](C)(CC(=O)c3ccccc3)CCC1N2C(=O)c1ccccc1Cl (stereo not given)
 : 4	1
- CC(=O)c1c(C)[nH]c(C(=O)COC(=O)c2c(C)noc2C)c1C
 : -2	2
- Cc1onc(-c2ccccc2)c1C(=O)NNC(=O)c1ccccc1Br
 : 2	-3
- CC(=O)NC(CC(=O)OCC(=O)N1c2ccccc2NC(=O)C1(C)C)c1ccccc1 (stereo not given)
 : 3	0
- CCCn1ccnc1SCC(=O)Nc1c(C)n(C)n(-c2ccccc2)c1=O
 : 4	2
- CCOC(=O)c1c(C)[nH]c(C(=O)OCC(=O)NCc2ccccc2)c1C
 : -6	-3
- Cc1ccc(S(=O)(=O)N2[C@@H](c3ccc(Br)cc3)C(C(=O)O)=C[C@H]2CC2CCCC2)cc1
 : -1	-6
- COc1ccc(NC(=O)N(C)C[C@H]2Oc3ccc(NS(=O)(=O)c4ccc(F)cc4)cc3C(=O)N([C@H](C)CO)C[C@@H]2C)cc1
 : 4	-4
- CC1CCCN(C(=O)c2cccc(S(=O)(=O)N3CCCC3)c2)C1 (stereo not given)
 : 7	1
- COc1cc([C@@H]2OC[C@@H]3[C@H]2CO[C@@H]3c2ccc3c(c2)OCO3)ccc1O
 : 2	-1
- COc1ccccc1NCCC(=O)OCC(=O)Nc1cc([N+](=O)[O-])ccc1F
 : 8	0
- CC(Sc1nnc(-c2ccncc2)n1-c1ccc(F)cc1)C(=O)NC1CC1 (stereo not given)
 : -4	-3
- O=C(NCC(=O)N1CCCCCCC1)c1cccc([N+](=O)[O-])c1
 : 5	-2
- O=C(Nc1ccc(NC(=O)c2ccc3c(c2)OCO3)cc1)c1cccc(Cl)c1
 : 0	-7
- O=C(Nc1ccc(S(=O)(=O)NC2=NCCCCC2)cc1)c1ccc(Cl)c([N+](=O)[O-])c1
 : -4	-1
- O=C(O)c1ccccc1C(=O)Nc1ccc(S(=O)(=O)Nc2nccs2)cc1
 : 6	-4
- CCCCCCCN1CCN=C1Nc1ccccc1
 : 10	0
- CC1(C)O[C@@H]2[C@H](O1)[C@@H](CO)O[C@H]2n1cnc2c(=O)[nH]cnc21
 : -4	-2
- CCCCn1c(N)c(N(CC(C)C)C(=O)CSCC(=O)Nc2ccc(C)cc2)c(=O)[nH]c1=O
 : 4	1
- O=C1C=C(c2cnc3ccccc3c2)C[C@@H](c2ccc3c(c2)OCO3)C1
 : 8	-2
- Cc1cccc(N2C(=O)C3CCCN3C2=S)c1C (stereo not given)
 : -1	6
- COc1ccc(S(=O)(=O)N2CCc3ccccc32)cc1C(=O)N1CCN(C=O)CC1
 : -6	0
- Nc1cc(=O)[nH]c(SCC(=O)Nc2ccc(N3CCOCC3)cc2)n1
 : -6	-3
- CCN(C[C@H]1N[C@@](C)(C(=O)OC)[C@H]2C(=O)N(Cc3ccccc3)C(=O)[C@@H]12)C(=O)Nc1ccc(OC)cc1
 : -3	0
- C[C@H](CO)N1C[C@H](C)[C@@H](CN(C)S(=O)(=O)c2cccs2)Oc2c(NC(=O)NC3CCCCC3)cccc2C1=O
 : 5	-1
- COc1ccc([C@H]2CC(=O)C=C(c3cccc(OC)c3OC)C2)cc1OC
 : -1	-3
- C[C@H]1CN=C(N(C)C)N1CCCC1CCCC1
 : 7	-1
- O=C(c1cccc(S(=O)(=O)NCc2ccccc2)c1)N1CCN(c2ccc(F)cc2)CC1
 : -4	0
- O=C(NCC(c1ccc(F)cc1)N1CCOCC1)c1ccc(-c2ccccc2)cc1 (stereo not given)
 : 0	-2

Some of the entries so far, with bars between the fields.
SMILES | Dyrk1A ADPGlo | GSK3A inh
O=C(Nc1ccc(NC(=O)c2ccc3c(c2)OCO3)cc1)c1cccc(Cl)c1 | 0 | -7
O=C(Nc1ccc(S(=O)(=O)NC2=NCCCCC2)cc1)c1ccc(Cl)c([N+](=O)[O-])c1 | -4 | -1
O=C(O)c1ccccc1C(=O)Nc1ccc(S(=O)(=O)Nc2nccs2)cc1 | 6 | -4
CCCCCCCN1CCN=C1Nc1ccccc1 | 10 | 0
CC1(C)O[C@@H]2[C@H](O1)[C@@H](CO)O[C@H]2n1cnc2c(=O)[nH]cnc21 | -4 | -2
CCCCn1c(N)c(N(CC(C)C)C(=O)CSCC(=O)Nc2ccc(C)cc2)c(=O)[nH]c1=O | 4 | 1
O=C1C=C(c2cnc3ccccc3c2)C[C@@H](c2ccc3c(c2)OCO3)C1 | 8 | -2
Cc1cccc(N2C(=O)C3CCCN3C2=S)c1C (stereo not given) | -1 | 6
COc1ccc(S(=O)(=O)N2CCc3ccccc32)cc1C(=O)N1CCN(C=O)CC1 | -6 | 0
Nc1cc(=O)[nH]c(SCC(=O)Nc2ccc(N3CCOCC3)cc2)n1 | -6 | -3
CCN(C[C@H]1N[C@@](C)(C(=O)OC)[C@H]2C(=O)N(Cc3ccccc3)C(=O)[C@@H]12)C(=O)Nc1ccc(OC)cc1 | -3 | 0
C[C@H](CO)N1C[C@H](C)[C@@H](CN(C)S(=O)(=O)c2cccs2)Oc2c(NC(=O)NC3CCCCC3)cccc2C1=O | 5 | -1
COc1ccc([C@H]2CC(=O)C=C(c3cccc(OC)c3OC)C2)cc1OC | -1 | -3
C[C@H]1CN=C(N(C)C)N1CCCC1CCCC1 | 7 | -1
O=C(c1cccc(S(=O)(=O)NCc2ccccc2)c1)N1CCN(c2ccc(F)cc2)CC1 | -4 | 0
O=C(NCC(c1ccc(F)cc1)N1CCOCC1)c1ccc(-c2ccccc2)cc1 (stereo not given) | 0 | -2
